Bioassay records as filed in PubChem.
Runt-CBFb FRET: inhibitors of RUNX1 Runt–CBFb binding, primary screen, biochemical, FRET, Cerulean-Runt, Venus-CBFb, uHTS; Runt-related transcription factor 1 (Homo sapiens) + Core-binding factor subunit beta …; Cerulean-Runt/Venus-CBFb FRET ratio 530/480, 1 h; inhibition, % at 20 µM; 220,000 tested, 0.46% active; AID 1496, 2009;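 active = inhibition over about 50% at 20 µM in the single-dose screen, limit read from the data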;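 also: 0% = DMSO wells and 100% = excess unlabeled CBFb competitor control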
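System: Cerulean-labeled Runt domain protein | Quantity: 100 nM of each labeled protein | Schedule: 1 h compound exposure, room temperature | Detection: Fluorescence energy transfer, 422 nm excitation, 530/480 nm emission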
NPY Y1 blocker: NPY-Y1 receptor antagonists, primary screen, cell-based; HEK293-CNG Y1 cells, membrane potential fluorescence; NPY at EC95, then isoproterenol; 200,000 tested, 1% active; inhibition, % at 3.6 µM; Neuropeptide Y receptor type 1 (Homo sapiens), P25929;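 active = inhibition above the campaign mean inhibition of all tested compounds plus 3 SD, cut at about 20% in these data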;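 also: 0% = DMSO wells given NPY plus isoproterenol and 100% = isoproterenol alone without NPY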
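System: HEK293 cells with Y1 receptor plus CNG channel / Probe or stimulus: NPY 25 nM then isoproterenol 1 µM plus Ro 20-1724 25 µM / Compound: one concentration, 3.6 µM, in 0.4% DMSO / Schedule: compound incubation 1 h at room temperature, readout 45 min post-stimulation / Measured by: membrane potential fluorescence / Read-out: % inhibition of NPY effect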
RBBP9 inh: human RBBP9 inhibitors, primary screen, biochemical, fluorescence polarization, FP-Rh probe, HTS; Serine hydrolase RBBP9 (Homo sapiens), O75884; recombinant RBBP9; inhibition, % at 7.94 µM; 220,000 tested, 0.2% active; AID 1515, 2009;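 active = inhibition above the campaign mean of all tested compounds plus 3 SD, cut at about 14% in these data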;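 also: plate controls were DMSO wells with RBBP9 for no effect and wells lacking RBBP9 protein for full effect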
Target sequence (O75884 whole entry, looked up): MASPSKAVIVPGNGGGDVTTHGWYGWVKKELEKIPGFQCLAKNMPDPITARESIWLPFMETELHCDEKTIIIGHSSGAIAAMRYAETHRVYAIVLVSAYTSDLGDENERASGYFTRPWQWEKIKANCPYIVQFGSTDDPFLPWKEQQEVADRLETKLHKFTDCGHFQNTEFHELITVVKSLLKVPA
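Measured by: FP readout at 525/598 nm; material: recombinant human RBBP9; also added: Serine-hydrolase probe FP-Rh, 375 nM pre-mixing; medium: Tris buffer pH 8.0, NaCl, Pluronic; replication: one well per compound; doses: one concentration, 7.94 µM nominal, 0.794% DMSO; timing: preincubation 30 min plus labeling 45 min at 25 °C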
MDM2 E3 inh: MDM2-luciferase reporter signal enhancers, primary screen, MDM2 E3 ligase inhibitor project, cell-based, luminescence, 1536-well. E3 ubiquitin-protein ligase Mdm2 (Homo sapiens), Q00987. cell-based MDM2 ubiquitination luciferase reporter, 2 h; 0 = plate control, 100 = twice control, blank-subtracted. signal enhancement, % at 5 µM. 210,000 tested, 0.11% active. AID 1230, 2008;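 active = signal enhancement of 30% or more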;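 also: luminescence tracks abundance of the self-degrading MDM2-luciferase fusion protein; higher signal means inhibition of MDM2 E3 ligase activity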
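Assay system: stable mammalian line carrying autodegrading MDM2–luciferase fusion reporter; amount: 2000 cells seeded into each well; buffer or medium: DMEM; benchmarks: plate control and blank wells; signal: luciferase luminescence; timing: 2 h compound exposure at 37 °C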
NPY-Y2 PAM-ag: NPY-Y2 potentiators or agonists, primary screen, cell-based; Neuropeptide Y receptor type 2 (Homo sapiens), P49146; cells expressing NPY-Y2, potentiator/agonist read-out; activation, % at 3.6 µM; 220,000 tested, 0.45% active; AID 1359, 2008; in the data active = activation above about 27%;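 also: cells stimulated with NPY near EC25 plus isoproterenol at EC100; 0% = vehicle plus submaximal agonist and 100% = vehicle plus saturating agonist; some results beyond the cut were filed as inactive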
NPY-Y1 PAM-ag: NPY-Y1 receptor potentiators or agonists, primary screen, cell-based | Neuropeptide Y receptor type 1 (Homo sapiens), P25929 | NPY-Y1 expressing cells, potentiator/agonist activation | activation, % at 3.6 µM | 220,000 tested, 0.37% active; in the data active = activation above about 33%, passing the limit was not always enough;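 also: cells stimulated with NPY at EC10 then isoproterenol at EC100; 0% = low agonist plus stimulus and 100% = saturating agonist plus stimulus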
Hck Nef HTS: inhibitors of Nef-activated human Hck kinase, primary screen, biochemical, Z-Lyte FRET, 384-well, Hck-YEEI; Tyrosine-protein kinase HCK (Homo sapiens), P08631; Recombinant Hck-YEEI plus Nef, Z-Lyte FRET kinase assay; inhibition, % at 20 µM; 220,000 tested, 0.68% active; AID 463187, 2010;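 active = Hck-Nef kinase inhibition above about 50%, limit read from the data; inactive = inhibition below that limit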;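 also: 0% = DMSO with Hck plus Nef and 100% = Hck alone without Nef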
p97 ATPase inh: inhibitors of human p97 ATPase, primary screen, biochemical | Transitional endoplasmic reticulum ATPase (Homo sapiens), P55072 | recombinant p97 ATPase, Kinase-Glo ATP luminescence, 3 h | inhibition, % at 8 µM | 220,000 tested, 0.42% active; in the data active = inhibition above about 15%;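 also: 0% = DMSO vehicle and 100% = wells lacking enzyme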
Target sequence (P55072 whole entry, looked up): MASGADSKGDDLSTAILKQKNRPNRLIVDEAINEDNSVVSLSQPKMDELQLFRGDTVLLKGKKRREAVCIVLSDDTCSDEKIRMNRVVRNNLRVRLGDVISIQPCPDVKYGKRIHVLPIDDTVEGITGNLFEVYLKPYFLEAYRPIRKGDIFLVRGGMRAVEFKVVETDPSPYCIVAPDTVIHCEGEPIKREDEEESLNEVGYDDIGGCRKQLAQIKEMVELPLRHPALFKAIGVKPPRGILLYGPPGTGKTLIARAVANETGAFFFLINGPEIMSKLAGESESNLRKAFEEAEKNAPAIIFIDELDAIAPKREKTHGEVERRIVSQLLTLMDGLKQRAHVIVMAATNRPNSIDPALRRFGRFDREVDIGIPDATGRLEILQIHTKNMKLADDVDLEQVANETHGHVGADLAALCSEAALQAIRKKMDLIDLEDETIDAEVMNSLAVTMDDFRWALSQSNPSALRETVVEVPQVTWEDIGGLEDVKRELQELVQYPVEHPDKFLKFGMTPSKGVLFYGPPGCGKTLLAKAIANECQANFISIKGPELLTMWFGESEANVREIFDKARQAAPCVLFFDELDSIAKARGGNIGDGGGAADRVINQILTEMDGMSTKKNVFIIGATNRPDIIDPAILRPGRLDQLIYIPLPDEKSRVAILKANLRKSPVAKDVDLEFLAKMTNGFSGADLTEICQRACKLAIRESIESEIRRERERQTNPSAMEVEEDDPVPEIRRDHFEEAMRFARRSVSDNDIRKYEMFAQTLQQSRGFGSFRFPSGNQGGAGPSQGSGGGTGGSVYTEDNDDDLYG
Runt-SMMHC FRET: inhibitors of RUNX1 Runt–CBFb-SMMHC binding, primary screen, biochemical, FRET, Cerulean-Runt, Venus-CBFb-SMMHC, uHTS; Runt-related transcription factor 1 (Homo sapiens) + Core-binding factor subunit beta …; Cerulean-Runt/Venus-CBFb-SMMHC FRET ratio 530/480, 1 h; inhibition, % at 20 µM; 220,000 tested, 0.74% active; AID 1434, 2008;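 active = mean inhibition across duplicate retests at 20 µM reaching about 50%, limit read from the data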;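 also: 0% = DMSO wells and 100% = wells with excess untagged CBFb-SMMHC; inhibitors lower the FRET ratio by blocking Runt binding to CBFb-SMMHC; some results filed as inactive read as strong as hits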
An asterisk follows results filed as active; / = no result given.

SMILES	Runt-CBFb FRET	NPY Y1 blocker	RBBP9 inh	MDM2 E3 inh	NPY-Y2 PAM-ag	NPY-Y1 PAM-ag	Hck Nef HTS	p97 ATPase inh	Runt-SMMHC FRET
CN(C)S(=O)(=O)c1ccc(C(=O)OCn2nnc3ccccc3c2=O)cc1	2	-3	4	-12	13	12	0	3	0
CC(=O)Nc1ccc(CN2CCN(CCc3ccccc3)C(CCO)C2)cc1 (stereo unspecified)	1	9	-2	-41	-20	-11	2	0	0
COc1ccc(NC(=O)C(C)NS(=O)(=O)c2ccc(NC(C)=O)cc2)cc1Cl (stereo unspecified)	-2	-1	-2	-8	8	-12	2	6	5
CCCCCCCc1ccc(C2NC(=S)NC3=C2C(=O)c2ccccc23)cc1 (stereo unspecified)	-3	/	-3	/	-1	10	33	4	-4
COc1cccc(NC(=O)Nc2ccc(CC(=O)O)cc2)c1	2	0	-3	-10	-9	1	-37	-6	-1
O=C(c1ccco1)N1CCN(C(=O)c2ccccc2OC(=O)C23CC4CC(CC(C4)C2)C3)CC1	-4	1	0	-4	9	-1	0	-3	0
COc1cc(NC(=O)c2cccc3c2C(=O)N(Cc2cccnc2)C3)cc(OC)c1OC	-3	19	0	-13	-3	-18	-1	2	1
O=C(Nc1cccc(S(=O)(=O)N2CCCCC2)c1)c1ccc2c(=O)n3c(nc2c1)CCCCC3	-2	1	-10	-11	6	-11	2	14	-6
COc1c(N2CCN(C(=S)Nc3ccccc3)C(C)C2)c(F)cc2c(=O)c(C(=O)O)cn(C3CC3)c12 (stereo unspecified)	/	-4	-4	11	-14	-12	0	-4	-6
CC(=O)Nc1ccc(S(=O)(=O)NNC(=O)COc2cc(C)ccc2C(C)C)cc1	1	5	-4	-1	-1	9	5	2	-8
CN(Cc1ccccc1)C(=O)CN1CCN(C(c2ccccc2)c2ccccc2)CC1	-5	1	-5	-2	0	4	0	-5	10
Cc1ccc(NC(=O)CCC(=O)NNC(=O)COc2cccc3ccccc23)c(C)c1	/	0	-14	-18	-19	-12	0	0	-1
Cc1ccc(C(=O)N/C(=C\c2ccco2)C(=O)NCCCn2ccnc2)cc1C	-1	1	2	-10	-5	-12	2	3	-3
C=CCNC(=O)c1ccc2nc(-c3ccccc3)c(-c3ccccc3)nc2c1	-4	-2	-3	-11	11	2	0	2	-5
COc1cc(NC(=O)CSc2nnnn2-c2ccccc2)cc(OC)c1OC	0	4	-4	-16	-9	-16	0	-2	0
CCOC(=O)c1ccc(N2C(=O)CC(SCC(N)C(=O)OCC)C2=O)cc1 (stereo unspecified)	1	1	-6	-16	-5	0	2	0	1
Nn1c(SCC(=O)N2CCN(S(=O)(=O)c3ccc(Cl)cc3)CC2)nnc1-c1cccs1	1	1	-7	-3	-9	6	-2	8	0
CCOC(=O)Nc1cc2c(C)cc(=O)oc2cc1C	-1	-1	0	-1	7	14	1	1	-5
O=C(CSc1nc(C2CC2)nc2ccccc12)N1c2ccccc2Sc2ccc(C(F)(F)F)cc21	-3	10	-2	1	-12	-32	-1	-2	2
O=C(c1cnn2c(C(F)(F)F)cc(-c3ccco3)nc12)N1CCc2ccccc2C1	3	21*	-9	-24	-18	-49	4	-2	2
CCCC(=O)Nc1ccc2c(c1)c1ccccc1n2CC	-2	1	-5	1	2	11	5	2	6
CCc1ccc(NC(=S)N2CCCCCCC2)cc1	-2	0	-5	-4	3	8	15	1	4
N#Cc1ccc(/C=C/C(=O)c2cccnc2)cc1	3	2	-6	2	0	-1	3	6	1
CCOc1ccc(CN(C)CC(=O)Nc2cc(OC)c([N+](=O)[O-])cc2C)cc1	2	3	-1	-2	6	2	2	4	-7
CCC(C)[C@H]1CNC(=S)N1CCC12CC3CC(CC(C3)C1)C2 (stereo partly specified)	-2	/	/	0	/	/	25	/	-2
N#Cc1cc2c(nc1SCc1ccncc1)CCC2	5	-3	-3	-15	7	16	0	2	-4
COC(=O)CC(NC(=O)c1ccco1)c1ccc(C(C)C)cc1 (stereo unspecified)	-1	2	-4	-2	-1	-8	-2	2	3
COc1ccc(NC(=O)/C(C#N)=C\c2ccc(Br)o2)cc1	-1	/	0	/	2	-8	40	4	-6
CNC(=O)Nc1ccccc1F	2	11	-3	-9	4	-1	2	4	2
NC(=S)NNc1cc(Cl)cc(Cl)c1	19	1	-9	-10	7	3	-2	2	17
Clc1ccc(-c2csc(-c3cccnc3)n2)s1	-2	/	2	8	-9	12	30	1	-2
OCc1cn(-c2ccccc2)nc1-c1ccc2c(c1)OCCO2	-1	-7	-1	-11	2	-11	0	4	0
COc1cccc(C(=O)Nc2ncc3c(n2)CC(C)CC3=O)c1 (stereo unspecified)	0	-6	1	-7	14	7	13	1	1
CC1=NOC(=O)/C1=C\c1ccc(-c2ccc(Br)cc2)o1	/	12	6	-8	3	-1	113*	3	24
CCn1cnc2c(oc3ccccc32)c1=O	1	12	1	7	2	-8	-3	-3	2
CC(C)(C)C(=O)NC(=C(Cl)Cl)P(=O)(O)O	-9	4	-7	-3	5	12	2	4	-3
O=C(CCCn1c(=S)[nH]c2ccsc2c1=O)NCc1ccco1	10	3	-4	4	0	5	1	0	12
COc1cc(C(F)(F)F)nc2c(Br)c(C(C)(C)C)nn12	8	/	-5	-41	-17	-7	6	4	-7
CCN1CCN(C(=O)C2CCN(S(=O)(=O)c3cccc4cccnc34)CC2)CC1	2	/	/	-10	/	/	2	/	0
Cn1c(Cc2ccccc2)nnc1SCC(=O)NCCc1ccccc1	0	4	1	-11	1	7	-15	0	-1
O=C(OCn1ncc(Cl)c(Cl)c1=O)c1ccc(C(F)(F)F)cc1	-1	9	9	-6	-9	15	1	6	1
CC1(C(=O)Nc2cccc3ccccc23)CC1(Br)Br (stereo unspecified)	5	/	-4	-31	-8	12	9	7	-3
CC1=C(C(N)=O)C(c2ccccn2)n2nc(-c3ccccc3Cl)nc2N1 (stereo unspecified)	1	-3	-2	-29	-8	-14	25	4	-3
O=C(/C=C/c1ccccc1)NC(NC(=S)Nc1cccc(Cl)c1)C(Cl)(Cl)Cl (stereo unspecified)	-1	-3	-8	-16	9	-9	-1	8	-1
COCC(=O)OCC(=O)Nc1cc(C(C)(C)C)nn1-c1ccccc1	1	-5	-11	-1	13	3	-12	-4	-3
COC(=O)CSc1nc2[nH]ncc2c(=O)[nH]1	1	-1	0	-8	0	9	25	8	2
O=C(CN(Cc1ccco1)C(=O)CNS(=O)(=O)c1ccccc1)NCc1ccccc1	2	6	6	-15	7	-1	-1	0	1
Cc1cc(C)c(C(=O)COC(=O)c2cccc(S(=O)(=O)NCc3ccccc3)c2)cc1C	2	2	-21	-19	-11	-7	-1	-5	2
Cc1ccccc1-c1nc(SCc2ccccn2)c2c(=O)n(C)c(=O)n(C)c2n1	4	-1	-4	-23	-5	13	-3	1	0
COc1ccc(NC2=C(C(C)=O)C(c3ccc(OC)c(OC)c3)C(C(C)=O)C(C)(O)C2)cc1 (stereo unspecified)	-1	-1	-2	7	-7	0	15	0	-3
CCCCn1cnc2cc(NCc3cccc(OC)c3O)ccc21	7	-6	-8	-2	12	-14	-1	2	4
O=C(CSc1nc(O)c(Cc2ccccc2)c(=O)n1-c1ccccc1)N1CCOCC1	2	-2	2	-13	-5	-7	-19	-1	-5
CS(=O)(=O)Nc1ccc(Cc2ccc(NS(C)(=O)=O)cc2)cc1	-1	-7	0	-12	7	8	1	4	-1
CN(C)c1nc2ccccc2n(C)c1=O	1	15	-6	-10	3	33	15	2	-2
COc1ccccc1NS(=O)(=O)c1ccc(O)c(C(=O)OCC(=O)N2CCc3ccccc32)c1	0	/	-8	/	-28	-4	23	7	0
CCCc1ccc(Oc2cc(C)nc(N3CCOCC3)n2)cc1	/	20	-9	10	-21	-30	-2	-9	-2
CC(NC(=O)/C(C#N)=C/c1cccs1)c1ccccc1 (stereo unspecified)	-2	10	-3	-27	-3	-2	22	5	-18
O=S1(=O)N=C(N(CCO)/N=C/c2ccccc2)c2ccccc21	-1	-5	0	-5	8	-7	-14	-4	2
COc1ccc(C(=O)OCC(=O)N2C(C)CCCC2C)cc1[N+](=O)[O-] (stereo unspecified)	0	2	7	5	-6	-13	-4	1	-1
Cc1ccsc1C(=O)OCC(=O)c1cc2ccccc2o1	-3	-4	-8	2	2	-26	0	0	4

Next section, starting with the last 2 of the part before.
SMILES	Runt-CBFb FRET	NPY Y1 blocker	RBBP9 inh	MDM2 E3 inh	NPY-Y2 PAM-ag	NPY-Y1 PAM-ag	Hck Nef HTS	p97 ATPase inh	Runt-SMMHC FRET
COc1ccc(C(=O)OCC(=O)N2C(C)CCCC2C)cc1[N+](=O)[O-] (stereo unspecified)	0	2	7	5	-6	-13	-4	1	-1
Cc1ccsc1C(=O)OCC(=O)c1cc2ccccc2o1	-3	-4	-8	2	2	-26	0	0	4
CC(C)OCCCNC(=O)C1CC(=O)N(C2CCCCCCC2)C1 (stereo unspecified)	0	-1	7	-12	-4	-9	-1	-7	0
O=C(Nc1cc2c(cc1Br)OCCO2)c1ccco1	-3	1	-8	1	-17	-18	-1	-3	-1
Cc1cccc(NC(=S)NNC(=O)c2ccc3c(c2)OCO3)c1	3	-4	8	-6	3	5	10	3	3
O=C(Nc1ccc(N2CCCCC2)c(Cl)c1)c1ncn[nH]1	-3	-6	1	-25	6	26	8	5	0
O=C(N/N=C/c1ccc(F)cc1)c1ccc(Br)cc1	-2	7	-10	-7	-19	-6	-1	1	-1
